Screens (PubChem)
mHTT-CaM PPI inh: mutant huntingtin-calmodulin interaction inhibitors – biochemical, AlphaScreen, primary screen | P42858 | AlphaScreen His-mHTT/GST-CaM binding, luminescence | inhibition, % at 15 µM | actives 3.6% (n = 190,000);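 note: 0% = both proteins with DMSO and 100% = one protein alone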
Pf apPOL inh: Pf-apPOL inhibitors, biochemical, fluorescence; Plasmodium falciparum apicoplast DNA polymerase (apPOL); Recombinant Pf-apPOL, molecular beacon fluorescence, 1.5 h; inhibition, % at 10 µM; actives 0.25% (n = 210,000); AID 1794808, 2022
* hit, by the source's call; i = inactive; x = no result given; & = joins results of further samples. Cut-off read from the data, not from the text of the source: active = inhibition above about 50%; inactive = the rest.

mol	mHTT-CaM PPI inh	Pf apPOL inh
COc1ccc(CN2CCN(Cc3ccccc3)CC2)cc1Br	-2	0
CN(C)C(=O)Oc1c(-c2ccccc2)cn(Cc2ccccc2)c(=O)c1-c1ccccc1	x	-195
Cc1c(C(N)=O)c2nc3c(c(-c4ccccc4)c2n1Cc1ccccc1)CCC3	-3	-2
CC(C)CN1CCCC(c2n[nH]c(C3CC3)n2)C1 (stereo not given)	-5	2
CC12CCC3C(Br)(CC31C)C2=O (stereo not given)	-2	4
COc1cc(CN2CC3CC(C2)c2cccc(=O)n2C3)cc(I)c1O (stereo not given)	18	2
CN=C1CN=C(c2ccccc2)c2cc(Cl)ccc2N1	-2	8
COc1ccc2c(c1)C1(CCN(C(=O)NCc3ccc(C)cc3)C1)C(=O)N2C (stereo not given)	4	-7
COCC(=O)OCC1CCCN2CCCCC12 (stereo not given)	-4	x
Cc1ccnc(-n2c(C)nc3ccccc3c2=O)c1	5	6
O=[N+]([O-])c1ccc(O)c(CN2CCN(c3ccccc3F)CC2)c1	6	-6
COc1ccc(CCNCc2ccc(OC)c3ccccc23)cc1	x	-8
COc1ccccc1CN1CCN(Cc2ccc(SC)cc2)CC1	8	3
COc1ccc(-c2c(C)c3ccc(OC(=O)N(C)C)cc3oc2=O)cc1OC	10	-12
CCOC(=O)[C@]12Cc3c(cc(OC)c(OC)c3OC)[C@H]1N(C(C)C)C(=O)c1ccccc12	-16	-6
COc1ccc(S(=O)(=O)NC(CC(=O)N2CCC3(CC2)OCCO3)C(C)C)cc1 (stereo not given)	2	-5
CCn1ncc(C=C2CC3C4CC=C5CC(O)CCC5(C)C4CCC3(C)C2=O)c1C (stereo not given)	-2	2
OC1C2CCCC1C(N1CCCC1)CC2 (stereo not given)	-5	4
CC(C)c1cc2c(c(O)c1O)C1(C(=O)O)CCCC(C)(C)C1CC2 (stereo not given)	x	-7
CCn1cc(C(=O)Nc2ccc(F)c(Cl)c2)c2cccnc21	27	0
ClC12CCCCC1C(c1ccccc1)NCC2 (stereo not given)	-1	-2
O=c1c2ccccc2nc(/C=C/c2cc(Br)ccc2O)n1-c1ccccc1[N+](=O)[O-]	45	5
CCCS(=O)(=O)N1CCC(C(=O)N2CCC3(CC2)OCCO3)CC1	-4	-23
CCCN1CCC[C@H](c2cccc(O)c2)C1	x	5
COc1ccc(OC)c(NC(=O)CN2C(=O)C(C)N=C(c3ccccc3)c3ccccc32)c1 (stereo not given)	16	-19
CCCCCN1C(=O)c2ccccc2[C@@]2(C(=O)OCC)Cc3cc(OC)ccc3[C@@H]12	-19	-7
COc1cc(CN2CCN(c3ccccc3F)CC2)cc(I)c1O	11	2
CCCCC1(C)N2CC3(C)CN1CC(C)(C2)C3=O (stereo not given)	-2	14
COC1CCCCC1NC1CCCC1 (stereo not given)	1	-46
S=P(c1ccccc1)(N1CCOCC1)N1CCOCC1	-3	x
CCN1CCC(O)(c2ccc(F)cc2)C(C(=O)c2ccc(F)cc2)C1 (stereo not given)	-3	-3
CN1C(=O)C(=Cc2cccc(OCc3ccccc3Cl)c2)C(=O)N(C)C1=O	-24	-1
COc1ccc2c(c1)C1(CCN(S(=O)(=O)c3cc(F)cc(F)c3)C1)C(=O)N2C (stereo not given)	17	4
CN1C(=O)N(C)C(=O)C(CCc2ccncc2)(Cc2ccc(Br)cc2)C1=O	12	-5
Cc1cc(C(N)=O)c(C)n1Cc1ccc(F)cc1	2	-9
O=[N+]([O-])c1ccc(N2CCNCC2)cc1SCc1ccco1	30	-26
CCC(=O)N1N=C2C3CCN(CC3)C2C1c1ccc(Cl)c(Cl)c1 (stereo not given)	-8	-9
COc1ccc2c(c1)C1(CCN(S(=O)(=O)c3ccc(Br)cc3)C1)C(=O)N2 (stereo not given)	6	-1
CCc1nncn1C1CCNCC1	4	-12
Cc1cccc(CC(=O)N2CCN(Cc3ccc(=O)n(C)c3)CC2)c1	-10	2

Compounds shown so far that have four or more nitrogen atoms (2):
mol	mHTT-CaM PPI inh	Pf apPOL inh
CC(C)CN1CCCC(c2n[nH]c(C3CC3)n2)C1 (stereo not given)	-5	2
CCc1nncn1C1CCNCC1	4	-12

(continued)
mol	mHTT-CaM PPI inh	Pf apPOL inh
C[C@@H]1O[C@@H](O[C@H]2C[C@@H](O)[C@]3(CO)[C@@H]4C(CC[C@]3(O)C2)[C@@]2(O)CC[C@H](C3COC(=O)C3)[C@@]2(C)C[C@H]4O)[C@H](O)[C@H](O)[C@H]1O (stereo not given in full)	x	-12
O=C(Nc1ccc(F)c(Cl)c1)C1c2ccccc2C(=O)N2CCCCC12 (stereo not given)	2	-5
CCSc1nc2ccccc2c(=O)n1-c1ccc(OC)cc1	1	-3
CCN(CC)C(=O)c1ccc2c(c1)Sc1ncccc1C(=O)N2C(C)C	-2	-4
O=[N+]([O-])c1cccc(CN2CCN(c3ccccc3)CC2)c1	11	-3
CCCC[N+]1(C)C2CC(OC(=O)[C@H](CO)c3ccccc3)CC1C1OC12 (stereo not given in full)	x	20
O=c1c2ccccc2nc(/C=C/c2ccccc2F)n1-c1ccccc1	-2	28
COc1ccc(CNC(=O)c2cn(C)c3ncccc23)cc1	-1	-4
Clc1cnc(Oc2ccc(Oc3ncc(Cl)cc3Cl)cc2)c(Cl)c1	x	-6
Cc1cccc(CN2CCN(Cc3ccc4c(c3)OCO4)CC2)c1	4	-6
CC1OC1P(=O)(O)O (stereo not given)	x	-6
CCCCc1ccc(C(=O)O)nc1	x	-2
Cc1sc2ccccc2c1CC1=NCCN1	x	-3
COc1cccc(CC(=O)N2CCCN(C3CCN(Cc4ccc(F)cc4)C3=O)CC2)c1 (stereo not given)	42	-4
C[C@@H]1COc2cc(N3CCN(C)CC3)ccc2S(=O)(=O)N1	-3	-1
Cc1ccc(CN2CC3CC(C2)c2cccc(=O)n2C3)cc1 (stereo not given)	1	-1

The list goes on:
Molecule,mHTT-CaM PPI inh,Pf apPOL inh
O=c1cccc2n1CC1CC2CN(Cc2ccc(-c3ccc([N+](=O)[O-])cc3)o2)C1 (stereo not given),32,-11
CCOC(=O)[C@]12Cc3cc(OC)ccc3[C@H]1N(C(C)C)C(=O)c1cc(OC)ccc12,-5,0
C=CS(=O)C1CC2(Cl)C(Cl)=C(Cl)C1(Cl)C2(Cl)Cl (stereo not given),-14,4
CCC(=O)N1CC(=O)Nc2ccc(Br)cc2C1c1ccccc1 (stereo not given),-5&6,-5&-4
COc1ccc(CN2CCN(c3ccc(Cl)cc3)CC2)cc1O,10,-10
N=c1c[n+](C2CCCCC2)[n-]o1,-4,x
COc1ccc(CN2CCN(Cc3cccc(OC)c3)CC2)cc1,5,0
CN1CCCN(CC2=CCC3CC2C3(C)C)CC1 (stereo not given),-2,-13
COc1ccc(CCNC2CC3CCC2C3)cc1 (stereo not given),-9,6
COCC1(O)C2CN3CCN(C2)CC1(c1ccccc1)C3 (stereo not given),1,4
Cc1cccc(NC(=O)C(Cl)(Cl)Cl)c1C,-7,-4
COc1ccc(CC2CC3CCN2CC3)cc1 (stereo not given),-5,-2
Cc1nc2c(Br)cc(Br)cc2c(=O)n1-c1cccc(C(F)(F)F)c1,x,-3&-2
O=C(Nc1ccc(Cl)cc1C(=O)c1ccccc1)c1cncc(Br)c1,4,-1
CCCn1c(=O)cc(C)c2ccc(OCC(=O)N3CCN(C)CC3)cc21,-4,-5
Fc1ccccc1CNCCc1c[nH]c2ccccc12,6,-3
COc1cc(Br)cc(C2SCC(=O)Nc3c2c(C)nn3C)c1 (stereo not given),8,-1
C=C(C)CC1NC2CC(C)(C)C1c1ccccc12 (stereo not given),-10,x
O=C(O)c1ccc2c(c1)N=C(Cl)c1ccccc1S2,1,9
O=C(Cn1cnc2sc3c(c2c1=O)CCCC3)NCCCC(=O)N1CCC2(CC1)OCCO2,3,-1
CN1CCN(Cc2cccc(Cl)c2)CC1,2,-8
CCS(=O)(=O)Nc1cccc(C(=C2CCCCC2)c2cnc[nH]2)c1,x,2
O=C1c2ccccc2C2(c3ccc(Cl)cc3)NCCN12 (stereo not given),-4,-14
CC(=O)OCC1=C(C(=O)[O-])N2C(=O)[C@@H](NC(=O)CCC[C@@H](N)C(=O)[O-])[C@H]2SC1.[Zn+2],x,15
O=C1NC(=O)N(c2ccccc2F)C(=O)/C1=C/c1ccc(Oc2ccc([N+](=O)[O-])cn2)cc1,27,-4
COc1ccc2c(c1)C1(CCN(C(=O)COc3ccccc3)C1)C(=O)N2 (stereo not given),5,-1
ClCc1ccc2ccccc2n1,4,x
O=C1c2ccccc2-c2cccc3cccc1c23,-1,x
N#CC(OC1OC(COC2OC(CO)C(O)C(O)C2O)C(O)C(O)C1O)c1ccccc1 (stereo not given),x,-4
CC12C=CC(O1)C1C(=O)N(c3ccc4c(c3)OCO4)C(=O)C12 (stereo not given),3,-2
CN1C(=O)C(Cc2ccsc2)C(=O)N(C)C1=O,0,-4
c1ccc2c(c1)OCC(C1=NCCN1)O2 (stereo not given),x,-1
Cc1oc2ccccc2c1-c1ccc2ccccc2n1,-104,x
Nc1ccc(-c2ccc(N)c(N)c2)cc1N,92*,2
NCCc1ccc(O)cc1,x,2
COc1ccc(OCC(=O)N2CCCN(C3CCN(CC4CC4)C3=O)CC2)cc1 (stereo not given),13,0
CC1CCCC(C)N1C(=O)C(Cl)(Cl)Cl (stereo not given),-2,10
N/C(=N\[N+](=O)[O-])Nc1ccc(NC(=O)c2ccc(Cl)cc2)cc1,i,-2
CN(C)c1ccc(/C=C/c2nc3ccccc3c(=O)n2-c2ccc(O)cc2)cc1,-1,-6
N#CC(C#N)=Cc1sccc1Br,x,-9
O=C1C=C(Br)C(=O)C=C1Br,x,24&42
Cc1cccc(N2CCN(Cc3ccccc3Cl)CC2)c1C,-13,5
CC1C(C#N)=C(N)Oc2c1c(=O)oc1ccccc21 (stereo not given),0,1
CCC1C=CC=CCC(C)C(O)C(C)(O)C(=O)C(C)C(O)C(C)C(=O)C(C)C(O)C(C)C=CC(=O)OC2C(C)C(CC1)OC1(CCC(C)C(CC(C)O)O1)C2C (stereo not given),x,-8
CN1CCN(c2cc(N3CCCC3)ccc2[N+](=O)[O-])CC1,5,-8
OCc1ccc2c(c1)OCO2,x,-6
Cc1cc(C)c(/C(N)=N/O)c(Cl)n1,i,x
CC1=Nc2ccccc2C1=Cc1c(O)[nH]c(=O)[nH]c1=O,54*,-50
CCCn1cc(C(=O)NCc2ccc(N(C)C)cc2)c2cccnc21,35,-5
C#CCSc1nc2ccccc2c(=O)n1-c1ccc(C)cc1,-2,1
CC1N=C(c2ccccc2)c2ccccc2N(CC(=O)Nc2ccc(F)c(Cl)c2)C1=O (stereo not given),66*,-19
COc1ccccc1CNCCc1cccc(Cl)c1,1,-2
CCSc1nc2ccccc2c(=O)n1-c1ccccc1,-13,-2
Cc1ccc2cc3cc(C(=O)N4CCC5(CC4)OCCO5)oc3nc2c1,-5,-6
CCC1(C)CC(CCNCc2ccc(OC)cc2)(c2ccc(OC)cc2)CCO1 (stereo not given),16,-11
COc1ccc2c(c1)C1(CCN(S(=O)(=O)c3cc(OC)ccc3OC)C1)C(=O)N2C (stereo not given),10,0

(listing goes on)
Molecule,mHTT-CaM PPI inh,Pf apPOL inh
COc1ccc(C=C[N+](=O)[O-])cc1OCc1ccccc1,x,-4
COc1cccc2cc(C(=O)N3CC4CC(C3)c3cccc(=O)n3C4)c(=O)oc12 (stereo not given),-2,0
CCOc1ccccc1N1CCN(Cc2cccc(O)c2)CC1,-2,-12
N#CC(C#N)=Cc1c2ccccc2cc2ccccc12,8,-12
CC(=O)c1ccc(N2CCN(Cc3ccc(Br)cc3)CC2)cc1,8,-3
CCN1CCN(Cc2cccc(C)c2)CC1,6,-18
O=[N+]([O-])c1ccc(Cl)cc1N/N=C1\CN2CCC1CC2,i,x
O=C(NC(=S)Nc1ccccc1Cl)c1csc([N+](=O)[O-])c1,x,6

Reprinted from the part before: five entries; new compounds follow.
Molecule,mHTT-CaM PPI inh,Pf apPOL inh
N#CC(C#N)=Cc1c2ccccc2cc2ccccc12,8,-12
CC(=O)c1ccc(N2CCN(Cc3ccc(Br)cc3)CC2)cc1,8,-3
CCN1CCN(Cc2cccc(C)c2)CC1,6,-18
O=[N+]([O-])c1ccc(Cl)cc1N/N=C1\CN2CCC1CC2,i,x
O=C(NC(=S)Nc1ccccc1Cl)c1csc([N+](=O)[O-])c1,x,6
CCOC(=O)CC[C@@H]1CC[C@]2(CCCN(Cc3ccncc3)C2)O1,-13,-7
O=C(CF)NC(Nc1cccc2cccnc12)C(Cl)(Cl)Cl (stereo not given),4,1
O=c1c2ccccc2nc(/C=C/c2cccnc2)n1-c1ccccc1,0,0
CC(=O)NC(C)Cc1ccccc1 (stereo not given),-3,-4
O=C(COc1ccccc1)N1CCN(Cc2ccccc2[N+](=O)[O-])CC1,6,4

Taken from above.
Pf apPOL inh, CCn1cc(C(=O)Nc2ccc(F)c(Cl)c2)c2cccnc21 : 0
mHTT-CaM PPI inh, S=P(c1ccccc1)(N1CCOCC1)N1CCOCC1 : -3
mHTT-CaM PPI inh, CC1=Nc2ccccc2C1=Cc1c(O)[nH]c(=O)[nH]c1=O : 54*

A portion of the library, so the mix of outcomes need not match the whole.
